# Bioassay records as filed in PubChem.
# FLuc modulator: qHTS profiling assay for firefly luciferase inhibitor/activator using purifed enzyme and Km concentrations of substrates (counterscreen for miR-21 project); AID 588342, 2011; 6.9% of 360,000 active; Potency, µM (titrated, usually from 57.5 µM), for inactives: top-dose activity change, negative = inhibition, actives largely listed as inhibitors; purified FLuc, Km substrates, luminescence inhibition;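 note: potency is the fitted concentration of half-maximal effect; plate controls were vehicle for no effect and reference inhibitor for full effect; nearly all actives have a fitted effect of over 55% in size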
#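 Purified P. pyralis luciferase, 10 nM final, with Km-level 10 uM D-luciferin and 10 uM ATP in 50 mM Tris acetate pH 7.5, 10 mM Mg acetate, 0.01% Tween-20, 0.05% BSA; 6-point qHTS titration about 60 µM downward; luminescence read.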
# ELG1 repair inh: qHTS screen for small molecules that inhibit ELG1-dependent DNA repair in human embryonic kidney (HEK293T) cells expressing luciferase-tagged ELG1. HEK293T ELG1-luciferase reporter, luminescence, 16 h; DNA damage induced by 5-fluorouridine. 2.3% of 330,000 active. Potency, µM (top dose mostly 46.1 µM), inactives show at the highest dose activity change, negative = inhibition, actives largely listed as inhibitors; note: potency is the fitted concentration of half-maximal effect; % is set by controls: 0 for no effect and ±100 for the full control effect; nearly all actives have a fitted effect of over 55% in size
#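 Overnight (16 hr) co-exposure of 2,000 cells/well to 5-fluorouridine and compound at 37 °C preceded detection. Luciferase was quantified via ONE-Glo luminescence; loss of signal denotes inhibition.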
# ELG1 genotoxic: qHTS screen for small molecules that induce genotoxicity in human embryonic kidney (HEK293T) cells expressing luciferase-tagged ELG1 | HEK293T ELG1-luciferase reporter, luminescence, 16 h | Potency, µM (top dose mostly 46 µM), for inactives: at the highest dose activity change, positive = activation, usual class: activators | 1.3% of 330,000 active; note: potency is the fitted concentration of half-maximal effect; % of control where 0% means no effect; nearly all actives have a fitted effect of over 60% in size
#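 16 hr compound incubation (37 °C, 5% CO2) of HEK293T cells carrying luciferase-tagged ELG1; luciferase then measured by ONE-Glo luminescence after 30 min at RT.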
# Tb PFK inh: qHTS Assay to Find Inhibitors of T. brucei phosphofructokinase. ATP-dependent 6-phosphofructokinase (Trypanosoma brucei brucei), O15648. T. brucei PFK, ADP-Glo luminescence. Potency, µM (titrated, usually from 57.5 µM), inactives show at the top dose activity, negative = inhibition, actives largely listed as inhibitors. 0.17% of 330,000 active. AID 485367, 2010;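 note: potency is the fitted concentration of half-maximal effect; 0% = uninhibited 1x PFK enzyme wells and -100% = no-enzyme wells; nearly all actives have a fitted effect of over 60% in size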
#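 1.25 nM PFK with 0.5 mM F6P and 0.1 mM ATP in 0.1 M TEA pH 8.0, 5 mM MgCl2, incubated 45 min at room temperature; ADP measured by ADP-Glo luminescence; compounds titrated up to 57 uM.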
# BRCA1 expr up: qHTS Assay to Identify Small Molecule Activators of BRCA1 Expression | MCF7-BRCA1-FFLuc reporter, luminescence, 48 h; response scale: scaled: vehicle 0%, 10 µM genistein 100% | Potency, µM (series often up to 46.1 µM), for the others: top-dose activation, usual class: activators | 1.1% of 380,000 active | AID 624202, 2012; note: potency is the fitted concentration of half-maximal effect; nearly all actives have a fitted effect of over 80% in size; some results filed as inactive show a strong effect at the top dose
#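 48 h compound treatment of MCF7-BRCA1-FFLuc cells (phenol-red free MEM, 37 °C), then 15 min with luciferase substrate and luminescence imaging.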
# NPC1 promoter act: qHTS Assay for NPC1 Promoter Activators. Huh7 NPC1 promoter luciferase reporter, 24 h. Potency, µM (series often up to 9.22 µM), without a hit: at the top dose activation, actives largely listed as activators. 2.4% of 320,000 active. AID 485313, 2010;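 note: potency is the fitted concentration of half-maximal effect; % of control where 0% means no effect; nearly all actives have a fitted effect of over 60% in size; reporter is driven by a mutant NPC1 promoter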
#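 Quantitative HTS used a cell-based reporter: Huh7 cells stably bearing the NPC1 promoter upstream of luciferase were treated with compounds for 24 h, and promoter activation was read as luminescence.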
# RORgamma inh: qHTS for inhibitors of ROR gamma transcriptional activity | Nuclear receptor ROR-gamma (Mus musculus), P51450 | Potency, µM (highest dose often 53.6 µM), without a hit: at the top dose activity change, negative = inhibition, most hits filed as inhibitors | 5.4% of 310,000 active | Drosophila S2 Gal4-RORgamma UAS-luciferase reporter, 20 h | AID 2551, 2010; note: potency is the fitted concentration of half-maximal effect; % is set by controls: 0 for no effect and ±100 for the full control effect; nearly all actives have a fitted effect of over 60% in size
#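 Stable Schneider cell line, Gal4 DNA-binding domain fused to ROR gamma, UAS-luciferase. Cmpd 1 hr RT → CuSO4 700 uM final → 20 hr RT → luciferase reagent 10 min → luminescence.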
# Gal4-VP16 FLuc: VP16 counterscreen qHTS for inhibitors of ROR gamma transcriptional activity. Drosophila S2 Gal4-VP16 UAS-luciferase, luminescence, 20 h. Potency, µM (doses to about 53.6 µM), without a hit: at the highest dose activity, negative = inhibition, usual class: inhibitors. 3.5% of 310,000 active;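 note: Gal4-VP16 expression switched on by copper sulfate through the metallothionein promoter; potency is the fitted concentration of half-maximal effect; % is set by controls: 0 for no effect and ±100 for the full control effect; nearly all actives have a fitted effect of over 50% in size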
# p53 reactivation: qHTS assay for re-activators of p53 using a Luc reporter; Potency, µM (doses to about 92.2 µM), for the others: top-dose activity change, positive = activation, usual class: activators; 0.063% of 320,000 active; H1299 p53-A138V BP100-luciferase reporter, luminescence, 24 h; AID 504706, 2011; note: potency is the fitted concentration of half-maximal effect; % of control where 0% means no effect; nearly all actives have a fitted effect of over 45% in size
#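 p53-null H1299 cells stably carrying temperature-sensitive p53-A138V and a BP100-luciferase reporter were pinned with compounds (4-point, 1:5 series) and held 24 hrs at 37 deg C. Luminescence was read 10 min after detection reagent.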
# TRPV1 agonist: HTS Assay for Compounds that Act as Agonists of the Vanilloid Receptor 1; 0.19% of 320,000 active; Transient receptor potential cation channel subfamily V member 1 (Homo sapiens), Q8NER1; TRPV1-expressing cells, Fluo-8 calcium influx, agonist mode; AID 540275, 2011; activation, % at 8.33 µM; in the data active = activation above about 80%; inconclusive = between about 30% and that limit; note: 0% is about no effect
# Target sequence (Q8NER1 whole entry, looked up): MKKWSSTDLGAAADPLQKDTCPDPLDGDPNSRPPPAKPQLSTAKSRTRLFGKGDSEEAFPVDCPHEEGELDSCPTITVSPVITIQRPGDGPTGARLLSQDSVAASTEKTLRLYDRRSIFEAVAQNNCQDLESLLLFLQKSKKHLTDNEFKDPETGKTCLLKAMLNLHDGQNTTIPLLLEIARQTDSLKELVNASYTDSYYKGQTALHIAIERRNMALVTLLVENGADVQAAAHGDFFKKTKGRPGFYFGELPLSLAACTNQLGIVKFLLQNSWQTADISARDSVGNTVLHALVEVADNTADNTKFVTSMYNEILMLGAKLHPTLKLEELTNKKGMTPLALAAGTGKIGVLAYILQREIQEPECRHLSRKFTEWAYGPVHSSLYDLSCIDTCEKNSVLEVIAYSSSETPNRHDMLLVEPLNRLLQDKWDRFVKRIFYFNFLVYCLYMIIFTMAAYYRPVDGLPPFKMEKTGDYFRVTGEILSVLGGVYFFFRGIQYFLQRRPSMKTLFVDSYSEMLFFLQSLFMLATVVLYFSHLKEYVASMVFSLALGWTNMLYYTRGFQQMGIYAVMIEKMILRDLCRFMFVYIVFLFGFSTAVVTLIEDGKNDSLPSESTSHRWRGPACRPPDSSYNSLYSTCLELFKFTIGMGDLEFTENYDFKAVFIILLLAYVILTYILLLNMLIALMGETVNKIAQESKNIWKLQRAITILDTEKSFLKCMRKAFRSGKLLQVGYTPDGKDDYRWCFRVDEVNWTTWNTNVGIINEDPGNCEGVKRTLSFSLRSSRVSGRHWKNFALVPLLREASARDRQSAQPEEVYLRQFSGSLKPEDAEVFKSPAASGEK
#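 TRPV1-expressing cells were cultured overnight at 35.5C and loaded with Fluo-8 calcium dye for 40 to 90 min at room temperature. After a 10 s baseline, compound was added and calcium influx was read kinetically for 3 min (ex 480/em 520 nm).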
# Rab9 prom act: qHTS Assay for Rab9 Promoter Activators; Huh7 Rab9 promoter-luciferase reporter, luminescence, 24 h; Potency, µM (top dose mostly 9.22 µM), for inactives: at the top dose activation, negative = inhibition, hits mostly activators; 2.8% of 320,000 active; AID 485297, 2010; note: potency is the fitted concentration of half-maximal effect; % of control where 0% means no effect; nearly all actives have a fitted effect of over 60% in size
#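 Measured in stably transfected Huh7 cells bearing a Rab9 promoter–luciferase construct: 24 h compound treatment at 37 °C, followed by luminescence detection.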
# * hit, by the source's call; ? = inconclusive; . = no result given; [ ] = dose if it differs, or a comment. Unless noted, calls come from the whole dose curve; as a rule, active = well fitted curve in the direction sought with a large enough effect; inconclusive = small, poorly fitted or top-dose-only effect, or another doubt; inactive = no such curve, though single readings can be large; an effect the other way counts as inactive or inconclusive. Compounds as they come, and some 15% of all compounds hit somewhere here.
# Value order – RORgamma inh, BRCA1 expr up, NPC1 promoter act, p53 reactivation, ELG1 genotoxic, FLuc modulator, Rab9 prom act, ELG1 repair inh, Tb PFK inh, Gal4-VP16 FLuc, TRPV1 agonist
> COc1cc(NC(=O)c2ccccc2NS(=O)(=O)c2ccc(Cl)s2)cc(OC)c1
 : -62%, -86%, -1%, -1%, -5%, ?, -2%, ?, 8%, ?, 3
> Cc1ccc(C(=O)CN2C(=O)NC3(CCc4ccccc43)C2=O)s1 (centres undefined)
 : ., -9%, 2%, 6%, -1%, ?, 7%, ?, 4%, ., -3
> O=C1CSc2nc3ccccc3n21
 : 8%, 3%, 0%, 4%, -1%, 2%, 1%, 14%, 5%, -15%, -2
> COc1ccc(NC(=O)c2ccco2)cc1NC(=O)c1ccco1
 : 29%, 0%, 7%, -8%, -1%, -3%, 0%, 2%, 0%, 11%, -3
> CCC(C)(C)NC(=O)C(c1ccccn1)N(C(=O)c1csnn1)c1ccc(C)c(C)c1 (centres undefined)
 : 7%, -23%, -8%, 1%, -6%, -1%, -3%, -14%, 0%, -20%, 11
> CCc1cc(S(N)(=O)=O)cc(CC)c1NC(C)=O
 : 9%, -14%, -1%, -1%, -1%, -1%, 8%, 9%, 3%, 3%, 1
> COc1ccc(-c2ccc3nnc(SCC(N)=O)n3n2)cc1
 : 3%, -2%, -2%, 4%, 10%, -13%, -2%, 17%, 1%, 2%, 2
> O=C(N1CCOCC1)N(Cc1ccccc1)c1ccccn1
 : -2%, 3%, 9%, 2%, 1%, 2%, 3%, -4%, -7%, -3%, 1
> CCC(C)C(=O)Nc1ccccc1N1CCN(c2ccc(F)cc2)CC1 (centres undefined)
 : -20%[1.91 µM], -29%, -3%, ., -5%, 0%, -3%, ?, 2%, 0%, 21
> O=C(Nc1nnc(SCc2ccc(F)cc2)s1)c1cccnc1Cl
 : -17%, 19%, 2%, -3%, 7%, ?, -7%, -1%, -1%, -13%, 4
> Cc1ccc(Sc2c(O)c3ccccc3n(C)c2=O)cc1
 : -4%, -11%, -8%, -6%, 0%, 1%, 1%, -29%, -2%, -2%, -2
> C[C@@H]1CN([C@@H](C)CO)C(=O)Cc2cc(NS(=O)(=O)c3ccccc3)ccc2O[C@H]1CN(C)S(C)(=O)=O
 : ., 12%, ., 0%, 1%, ., ., ?, 0%, ., .
> CCN1CCN(CCCN(Cc2cccs2)C(=S)Nc2ccccc2C)CC1
 : 16%, 23%, -2%, 0%, -1%, 0%, 4%, -7%, 0%, 10%, 1
> Cc1ccc(C2=CC(=O)C[C@H](c3ccc(F)cc3)C2)cc1
 : ., -4%, 6%, 21%, 0%, -26%, 2%, 5%, -1%, ., ?
> COc1ccc(N(CC(=O)N/N=C/c2ccco2)S(=O)(=O)c2ccccc2)cc1Cl
 : 3%, -5%, -5%, -4%, -6%, 0%, 0%, 0%, 1%, 5%, 8
> CCn1c(SCC(=O)N(C)CC(=O)Nc2ccc(F)c(F)c2F)nnc1-c1ccco1
 : -5%, 0%, 2%, 22%, 0%, 1%, 10%, 4%, 2%, -4%, 1
> C=C(C)CSc1nnc2n(C)c(=O)c3c4c(sc3n12)CCC4
 : -14%, 2%, -8%, 2%, -4%, 1%, 1%, -3%, 0%, -4%, 7
> C=CCn1c(SCC(=O)Nc2c(C)n(C)n(-c3ccccc3)c2=O)nnc1-c1cccnc1
 : ., 3%, ., 12%, 3%, ., ., 13%, 8%, ., .
> Cc1cccc2cc(CN(Cc3ccco3)C(=O)c3cccs3)c(=O)[nH]c12
 : 13%, -29%, -3%, -3%, -14%, 0%, -1%, ?, -4%, 3%, .
> CCN1CCN(C(=S)Nc2cccc(Cl)c2)CC1
 : -1%, 3%, -2%, -3%, 2%, 0%, -4%, 8%, -5%, 2%, -1
> CCC(=O)c1cc2c(cc1NC(=O)c1cccs1)OCCO2
 : -13%, -63%, -3%, -5%, 6%, -16%, -7%, -1%, -6%, -9%, 15
> CCCCn1c(N)c(N(CCOC)C(=O)c2cc(CC)c(C)s2)c(=O)[nH]c1=O
 : ., -18%, 2%, 7%, 1%, -12%, -4%, 5%, 13%, ., -3
> CSc1ccccc1OCc1cc(C(=O)N2C[C@H]3CC[C@H]2C3)no1
 : ?, ?, 2.8µM*, 23%, ?, 11µM*, 2.8µM*, ?, 2%, ?, ?
> C#CCOCCOCCOCCNc1nc(N2CCN(C(=O)[C@H](CCC(=O)O)n3cc(C(N)CC(C)C)nn3)CC2)nc(N2CCN(C(=O)[C@H](Cc3cc4ccccc4[nH]3)n3cc(C(N)[C@H](C)CC)nn3)CC2)n1 (some centres undefined)
 : -2%, -17%, -4%, -12%, 3%, 1%, 2%, 12%, -1%, 0%, 1
> Cc1ccc(CNC(=O)c2ccc(Cl)c(S(N)(=O)=O)c2)n1C
 : -2%, -13%, 2%, -1%, 0%, 0%, -4%, -24%, -5%, 1%, 2
> O=C(c1ccco1)N1CCC(n2nnc3ccccc32)CC1
 : 27%, -4%, -1%, 11%, -1%, -1%[2.3 µM], -4%, 1%, 12%, 18%, 1
> O=C(CN1CCC2(CC1)OCCO2)c1ccc2cc[nH]c2c1
 : 33%, 16%, -3%, 1%, 0%, -11%, 2%, ?, 5%, 12%, 5
> C=CCn1ccc2c([N+](=O)[O-])cccc2c1=O
 : -9%, 9%, -3%, -1%, -4%, -1%, -3%, 7%, 0%, 20%, -2
> CC(NC(=O)COc1ccc(S(=O)(=O)N2CCOCC2)cc1)c1ccccc1 (centres undefined)
 : ., -10%, -1%, -1%, 0%, 6%, -5%, 10%, -1%, ., 1
> CC(C)CNc1nc(Oc2ccc(=O)n(-c3ccccc3)n2)nc(N2CCOCC2)n1
 : -1%, -26%, -3%, -3%, 2%, 2%, -5%, ?, 0%, -1%, 12
> CCOc1ccc(NC(=O)Cn2nc(-c3ccccc3Cl)n(CC)c2=S)cc1
 : ?, -10%, -9%, -8%, -8%, -8%, -1%, ?, 0%, -7%, -3
> CN1CCN(CCCCOc2ccc(F)cc2)CC1
 : -10%, 13%, 5%, 0%, -2%, -6%, 5%, 13%, 1%, 4%, 2
> Cc1cc(C)n2nc(-c3cccnc3)nc2n1
 : -1%, 16%, 0%, 1%, 2%, -12%, 2%, 14%, -12%, 8%, -1
> O=C(Nc1ccc(C(F)(F)F)cc1)c1cccc(-n2cnnn2)c1
 : ., -31%, -8%, -13%, 2%, -12%, 1%, -23%, 0%, ., 11
> O=C1CC/C=C\C[C@@H](CC(=O)N(CCO)Cc2ccccc2)C(=O)N[C@H](Cc2ccccc2)CO1
 : ., 0%, ., 1%, 1%, ., ., ?, 0%, ., .
> COc1cccc(NC(=O)CN(C)C(=O)c2c(-c3ccccc3)noc2C)c1
 : 11%, -9%, -2%, -6%, -5%, 3%, -6%, ?, -5%, -6%, 7
> CNC(=O)N1CCC(C(=O)c2c(C)c(C)c(C)c(C)c2C)CC1
 : -7%, 5%, -3%, -8%, 4%, 2%, -8%, 1%, 0%, -11%, ?
> C[N+](C)(C)CCOC(=O)C1(c2ccccc2)CCCC1
 : -1%, -9%, 1%, -3%, 1%, 0%, -4%, 1%, 4%, -8%, 0

# One compound at a time, from the list above:
# CCOc1ccc(NC(=O)Cn2nc(-c3ccccc3Cl)n(CC)c2=S)cc1 is entered as RORgamma inh = ?; BRCA1 expr up = -10%; NPC1 promoter act = -9%; p53 reactivation = -8%; ELG1 genotoxic = -8%; FLuc modulator = -8%; Rab9 prom act = -1%; ELG1 repair inh = ?; Tb PFK inh = 0%; Gal4-VP16 FLuc = -7%; TRPV1 agonist = -3
# Cc1cc(C)n2nc(-c3cccnc3)nc2n1 is entered as RORgamma inh = -1%; BRCA1 expr up = 16%; NPC1 promoter act = 0%; p53 reactivation = 1%; ELG1 genotoxic = 2%; FLuc modulator = -12%; Rab9 prom act = 2%; ELG1 repair inh = 14%; Tb PFK inh = -12%; Gal4-VP16 FLuc = 8%; TRPV1 agonist = -1
